Bioassay records as filed in PubChem BioAssay.
GSH bead fluor: compound fluoresces at 488/530 nm on GSH beads; 0.25% of 190,000 active; fluorescence (KMESF) at 10 µM; GSH beads flow cytometry, compound fluorescence 488/530 nm; stronger effect = higher value; in the data active = fluorescence above about 89;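 note: glutathione beads carrying GST-tagged Bcl family fusion proteins plus one bare bead set; values are compound well signal with DMSO vehicle wells as background; inactives centre near 16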
Bcl-XL Bim block: human Bim-Bcl-XL interaction inhibition. Bim peptide-Bcl-XL binding, bead flow cytometry, fluorescence. inhibition, % at 10 µM. 0.04% of 190,000 active. Q07817. AID 1007
Target sequence (Q07817 whole entry, looked up): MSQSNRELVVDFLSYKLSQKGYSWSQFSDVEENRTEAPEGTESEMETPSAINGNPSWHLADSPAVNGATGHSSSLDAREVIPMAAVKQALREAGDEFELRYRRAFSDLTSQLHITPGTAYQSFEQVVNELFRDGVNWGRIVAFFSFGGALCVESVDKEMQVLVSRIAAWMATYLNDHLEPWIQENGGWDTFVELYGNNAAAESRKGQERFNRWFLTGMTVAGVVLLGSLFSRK
Mcl1-Bid inh: Mcl-1/Bid interaction inhibition | TR-FRET Mcl-1/Bid-Dy647 peptide binding, 1536-well | inhibition, % at 21.7 µM | 0.97% of 220,000 active | Q07820;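 active = compounds that cut the binding signal by more than half at the single screening dose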;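 note: His-tagged Mcl-1 with europium anti-His antibody binding Bid BH3 peptide; 0% = Mcl-1 plus peptide wells and 100% = peptide-only wells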
Bim-Bcl-B: human Bim-Bcl-B interaction inhibition; Q9HD36; bead-based flow cytometry, Bim peptide-Bcl-B binding; inhibition, % at 10 µM; 0.073% of 190,000 active; AID 951;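 note: 0% = tracer peptide without compound and 100% = reference inhibitor peptide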
Target sequence (Q9HD36 whole entry, looked up): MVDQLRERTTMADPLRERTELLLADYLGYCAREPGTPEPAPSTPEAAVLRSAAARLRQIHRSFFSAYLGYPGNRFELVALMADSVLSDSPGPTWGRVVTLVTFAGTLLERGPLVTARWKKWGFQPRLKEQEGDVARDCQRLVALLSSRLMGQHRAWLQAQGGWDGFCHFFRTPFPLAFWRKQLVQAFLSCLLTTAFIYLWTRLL
Bcl-2 Bim block: inhibitors of Bim-Bcl-2 interaction, human | Bead-based flow cytometry, Bim peptide-Bcl-2 binding | inhibition, % at 10 µM | 0.06% of 190,000 active; in the data active = inhibition above about 40%; inconclusive = no clear call, values can overlap the other calls;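 note: 0% = no compound wells with probe peptide and 100% = reference peptide inhibitor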
Target sequence (P10415 whole entry, looked up): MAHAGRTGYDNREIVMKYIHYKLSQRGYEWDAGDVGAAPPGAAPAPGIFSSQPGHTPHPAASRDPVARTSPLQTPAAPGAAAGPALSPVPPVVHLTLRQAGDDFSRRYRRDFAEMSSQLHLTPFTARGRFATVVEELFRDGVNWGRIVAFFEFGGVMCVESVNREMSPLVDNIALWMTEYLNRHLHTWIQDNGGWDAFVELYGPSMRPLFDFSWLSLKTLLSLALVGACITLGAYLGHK
RGS8-Gao: modulates binding of RGS8 to human Galphao. P09471. AID 1423. response (percent of control binding), % at 10 µM. multiplexed bead flow cytometry; actives lie on both sides. 0.34% of 220,000 active; in the data active = response below about 60% or above about 140%; inactive = in between;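 note: Galphao activated as the GDP aluminium fluoride complex binding bead-coupled RGS8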
Bim-Bfl-1: disrupts Bim binding to human Bfl-1 | Q16548 | Bead-based flow cytometry, Bim-Bfl-1 binding inhibition | inhibition, % at 10 µM | 0.12% of 190,000 active | AID 1008;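 note: 0% = wells without compound plus tracer and 100% = blocker peptide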
Bcl-W Bim block: human Bim-Bcl-W interaction inhibition. inhibition, % at 10 µM. 0.02% of 190,000 active. Q92843. bead-based flow cytometry, Bim peptide-Bcl-W binding;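 note: 0% = bound tracer without compound and 100% = peptide blocker; higher means less fluorescent Bim peptide bound to Bcl-W beads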
Target sequence (Q92843 whole entry, looked up): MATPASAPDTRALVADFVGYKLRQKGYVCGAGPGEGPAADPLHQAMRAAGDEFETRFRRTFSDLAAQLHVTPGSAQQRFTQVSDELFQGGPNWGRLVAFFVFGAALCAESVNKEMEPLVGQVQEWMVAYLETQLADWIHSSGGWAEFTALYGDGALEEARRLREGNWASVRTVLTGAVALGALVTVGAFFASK
Bim-Mcl-1: inhibitors of Bim-Mcl-1 interaction, human; Q07820; Bead-based flow cytometry, Bim peptide-Mcl-1 binding; inhibition, % at 10 µM; 0.1% of 190,000 active; AID 1009;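 note: 0% = no compound tracer wells and 100% = peptide blocker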
RGS7-Gao: modulates binding of RGS7 to human Galphao | 0.35% of 220,000 active | Multiplexed bead flow cytometry; actives lie on both sides | binding response (% of control), % at 10 µM; in the data active = binding response below about 49% or above about 150%; inconclusive = no clear call, values can overlap the other calls; inactive = in between;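 note: fluorescent Galphao held in activated GDP-AlF4 state binding bead-coupled RGS7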
RGS4-Gao reg: human RGS4-Galphao interaction regulation; AID 1415; binding response (% of control), % at 10 µM; Multiplexed bead flow cytometry, RGS4-Galphao binding; actives lie on both sides; 0.33% of 220,000 active; P09471; in the data active = binding response below about 49% or above about 150%; inactive = in between;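 note: fluorescent Galphao activated with aluminum fluoride binding bead-coupled RGS4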
The depositor's hits bear a star; ? = inconclusive; nt = not tested or not shown. Cut-off read from the data, not from the text of the source, unless noted: active = inhibition above about 40%.

Bcl-W Bim block	Bim-Mcl-1	Bcl-2 Bim block	GSH bead fluor	Bim-Bcl-B	Bcl-XL Bim block	Bim-Bfl-1	canonical_smiles	Mcl1-Bid inh	RGS7-Gao	RGS8-Gao	RGS4-Gao reg
-3	-5	-4	12	-4	-6	-6	COc1ccc(C2CC(=O)n3c(nc4ccccc43)S2)cc1OC (stereo not drawn)	-6	96	98	97
0	1	6	12	6	0	2	CCOC(=O)C1C(=O)NC(N2CCc3ccccc32)=NC1c1ccccc1 (stereo not drawn)	-8	106	102	110
-1	-1	-8	60	-7	-18	-12	O=C1Nc2ccccc2C1(c1ccccc1)c1ccccc1	1	104	102	102
0	1	0	17	-3	-5	-10	C/C(=N\Nc1ccc(C(=O)O)cc1)c1nc2ccccc2n1C	-18	84	91	81
0	-2	-3	17	-3	-4	-12	Cc1ccc(CC2CC(=O)N(c3cc(C)on3)C2=O)cc1 (stereo not drawn)	-16	99	102	99
-2	-1	3	11	-2	-3	0	CCOC(=O)NC(=O)C(=CNc1ccccc1OC)C(=O)NC(=O)OCC	3	103	94	99
0	2	1	11	-4	-3	-8	COc1ccc(CCN=C(N)NS(=O)(=O)c2cccs2)cc1	-9	102	103	102
0	2	-5	12	-3	-2	-5	Cc1ccc(C(=O)Nc2ccon2)cc1S(=O)(=O)N1CCCC1	-9	100	97	99
-2	-5	-5	37	-5	-5	0	Oc1ccc(Nc2nc(-c3ccc4ccccc4c3)cs2)cc1	25	104	103	102
-4	0	-6	10	-2	-3	-8	CCOC(=O)C1(Cc2ccccc2)CCN(Cc2cn(CC(=O)OC)c3ccccc23)CC1	-39	98	101	103
-7	-5	-8	33	-14	-13	-18	CCOC(=O)C1=C(c2ccccc2)OC(N)=C(C#N)C1C1CCCCC1 (stereo not drawn)	-10	103	101	100
-7	-2	3	20	4	-2	10	N/C(=N\OC(=O)Cc1ccc(-c2ccccc2)cc1)c1ccncc1	9	110	103	102
-2	-2	-3	12	-5	-1	-5	Cc1cc(=O)n(-c2ccc(C(=O)O)cc2)[nH]1	-52	91	94	92
-2	0	-2	11	-7	-5	-6	CCN1CCN(CCCNC(=O)c2ccc(/C=C3/Sc4ccccc4N(Cc4ccccc4F)C3=O)cc2)CC1	-9	103	101	104
-4	-2	-1	20	-4	0	-4	COC(=O)c1sccc1NC(=O)c1ccc(OC)c([N+](=O)[O-])c1	21	?	100	95

(further entries)
Bcl-W Bim block	Bim-Mcl-1	Bcl-2 Bim block	GSH bead fluor	Bim-Bcl-B	Bcl-XL Bim block	Bim-Bfl-1	canonical_smiles	Mcl1-Bid inh	RGS7-Gao	RGS8-Gao	RGS4-Gao reg
2	-1	0	19	2	0	0	c1nc(N2CCCCC2)c2[nH]cnc2n1	-7	97	98	100
-1	0	-5	18	-8	-1	-7	c1cncc(-c2nc3ccccn3c2Nc2ccc3c(c2)OCCO3)c1	-30	107	105	104
4	4	2	22	1	2	-1	Cn1c(=O)c2ncn(CC(=O)N=Nc3c(O)[nH]c4ccccc34)c2n(C)c1=O	-18	91	100	91
1	1	-3	9	0	0	-5	COC(=O)CSc1nc(NC(C)C)nc(N(C)C)n1	-9	107	103	100
-1	-1	-1	5	-3	2	0	CCn1c(SCC(=O)c2ccc(OC)cc2)nnc1C1CC1	-6	100	102	104
-2	-2	0	11	-12	-3	-5	CCC(C)n1c(=S)[nH]c2c(sc3ccc([N+](=O)[O-])cc32)c1=O (stereo not drawn)	-97	97	103	99
-2	-3	0	5	-5	0	0	CN=C1S/C(=C\c2ccc(N3CCOCC3)cc2C)C(=O)N1C	-50	104	102	100
-4	0	-2	13	-1	-1	-1	CCOC(=O)C1CCN(C(=O)Cn2cc(C#N)c3ccccc32)CC1	1	99	107	100
-1	0	-13	32	-12	1	-17	Cc1cc2c(ccc3[nH]onc32)n1	-17	100	102	101
-1	0	-1	9	-3	-1	2	CCCn1c(SCC(=O)NCc2ccc(OC)cc2)n[nH]c1=O	-1	98	104	99
-3	-1	-3	16	0	2	-1	COCCn1c(NCc2ccco2)nc2c1c(=O)[nH]c(=O)n2C	-38	101	111	104
-2	-4	-3	59	-3	-20	-2	c1ccc2c(c1)CCCN2Cc1nnnn1CC1CCCO1 (stereo not drawn)	-71	105	113	105
15	18	13	15	17	20	19	O=c1c2c3c(sc2nc(NCCO)n1Cc1ccco1)CCCCC3	-52	114	116	105
-4	-2	-5	16	-9	-10	-11	COc1ccc(C2CC3(CC(C)(C)NC(=S)N3)Oc3cc(O)cc(C)c32)cc1 (stereo not drawn)	-25	99	100	101
0	-2	0	12	-4	-2	0	Cc1nn(Cc2c(Cl)cccc2Cl)c(C)c1NC(=O)/C=C/c1cnn(C)c1C	10	100	102	105

More results follow:
Bcl-W Bim block	Bim-Mcl-1	Bcl-2 Bim block	GSH bead fluor	Bim-Bcl-B	Bcl-XL Bim block	Bim-Bfl-1	canonical_smiles	Mcl1-Bid inh	RGS7-Gao	RGS8-Gao	RGS4-Gao reg
-8	-8	-3	19	-17	-16	-9	CCN1CNC(=S)N(C(C)c2ccccc2)C1 (stereo not drawn)	-46	98	102	98
0	-3	-15	32	-13	0	-14	Cc1ccc(N(C(=O)CCC(=O)Nc2cc(C)on2)C(C(=O)NC2CCCC2)c2ccncc2)cc1 (stereo not drawn)	-22	99	105	99
0	0	-9	29	-8	-8	-9	CC(C)(C)NC(=O)c1cc(NC(=O)c2ccco2)cc(NC(=O)c2ccco2)c1	-10	103	105	104
-5	-4	-6	15	-2	-2	-3	Cn1c(=O)c2c(nc(N3CCN(c4ccccn4)CC3)n2Cc2ccc(Cl)cc2Cl)n(C)c1=O	3	101	101	98
-6	-8	-8	19	-8	-9	-18	O=C(CCCSc1nc2ccccc2[nH]1)NC(c1ccccc1)c1ccccc1	-16	100	101	98
7	10	10	12	12	12	13	Cc1cc(C)c2cc(C(c3nnnn3C3CCCC3)N3CCOCC3)c(=O)[nH]c2c1 (stereo not drawn)	4	99	99	100
2	1	-3	44	-6	-1	-7	CC(=O)Nc1cc(C(=O)N2CCN(C)CC2)ccc1Sc1ccc(C)cc1	-5	100	102	99
1	-1	-10	11	-7	-1	-16	Cc1nn(-c2ccccc2)c2sc(C(=O)OCc3nnc(-c4ccccc4)o3)cc12	-7	99	97	105
1	0	-1	18	-2	-3	-4	COc1ccc(OCC(O)CNC(=O)/C=C/c2cccc([N+](=O)[O-])c2)cc1 (stereo not drawn)	-5	104	102	103
-1	-3	0	24	0	1	-2	Cc1ccc(-n2c(=O)c3sccc3n(CC(=O)NCc3ccco3)c2=O)cc1	-24	99	100	100
-4	-2	-4	24	-8	-2	0	CC1(C)CC(=O)c2cc(O)ccc2O1	5	110	104	108
-2	-2	-6	10	-6	-3	-6	COc1cccc2cc(S(=O)(=O)c3ccccc3)c(=Nc3ccc4c(c3)OCCO4)oc12	-3	102	100	99
-2	0	-4	16	0	-3	-1	Clc1ccc(-c2noc(CCCOc3ccccc3)n2)cc1	2	99	103	101
-3	0	-1	18	0	-1	-2	O=C(Nn1cc(C(=O)N2CCN(c3ccccc3F)CC2)c2ccccc2c1=O)c1cnccn1	-4	106	102	104
-2	0	-3	12	-2	-2	-3	Cc1cccc(Nc2c([N+](=O)[O-])cc(C(=O)N3CC(=O)Nc4ccccc43)cc2[N+](=O)[O-])c1	-45	?	99	99

In another format: entries from further up.
Below each compound – Bcl-W Bim block | Bim-Mcl-1 | Bcl-2 Bim block | GSH bead fluor | Bim-Bcl-B | Bcl-XL Bim block | Bim-Bfl-1 | Mcl1-Bid inh | RGS7-Gao | RGS8-Gao | RGS4-Gao reg
> O=C(CCCSc1nc2ccccc2[nH]1)NC(c1ccccc1)c1ccccc1
    -6 | -8 | -8 | 19 | -8 | -9 | -18 | -16 | 100 | 101 | 98
> Cc1cc(C)c2cc(C(c3nnnn3C3CCCC3)N3CCOCC3)c(=O)[nH]c2c1 (stereo not drawn)
    7 | 10 | 10 | 12 | 12 | 12 | 13 | 4 | 99 | 99 | 100
> CC(=O)Nc1cc(C(=O)N2CCN(C)CC2)ccc1Sc1ccc(C)cc1
    2 | 1 | -3 | 44 | -6 | -1 | -7 | -5 | 100 | 102 | 99
> Cc1nn(-c2ccccc2)c2sc(C(=O)OCc3nnc(-c4ccccc4)o3)cc12
    1 | -1 | -10 | 11 | -7 | -1 | -16 | -7 | 99 | 97 | 105
> COc1ccc(OCC(O)CNC(=O)/C=C/c2cccc([N+](=O)[O-])c2)cc1 (stereo not drawn)
    1 | 0 | -1 | 18 | -2 | -3 | -4 | -5 | 104 | 102 | 103
> Cc1ccc(-n2c(=O)c3sccc3n(CC(=O)NCc3ccco3)c2=O)cc1
    -1 | -3 | 0 | 24 | 0 | 1 | -2 | -24 | 99 | 100 | 100
> CC1(C)CC(=O)c2cc(O)ccc2O1
    -4 | -2 | -4 | 24 | -8 | -2 | 0 | 5 | 110 | 104 | 108
> COc1cccc2cc(S(=O)(=O)c3ccccc3)c(=Nc3ccc4c(c3)OCCO4)oc12
    -2 | -2 | -6 | 10 | -6 | -3 | -6 | -3 | 102 | 100 | 99
> Clc1ccc(-c2noc(CCCOc3ccccc3)n2)cc1
    -2 | 0 | -4 | 16 | 0 | -3 | -1 | 2 | 99 | 103 | 101
> O=C(Nn1cc(C(=O)N2CCN(c3ccccc3F)CC2)c2ccccc2c1=O)c1cnccn1
    -3 | 0 | -1 | 18 | 0 | -1 | -2 | -4 | 106 | 102 | 104
> Cc1cccc(Nc2c([N+](=O)[O-])cc(C(=O)N3CC(=O)Nc4ccccc43)cc2[N+](=O)[O-])c1
    -2 | 0 | -3 | 12 | -2 | -2 | -3 | -45 | ? | 99 | 99

Following part:
Bcl-W Bim block	Bim-Mcl-1	Bcl-2 Bim block	GSH bead fluor	Bim-Bcl-B	Bcl-XL Bim block	Bim-Bfl-1	canonical_smiles	Mcl1-Bid inh	RGS7-Gao	RGS8-Gao	RGS4-Gao reg
1	-3	-7	28	-5	2	-12	CCOC(=O)/C=c1\s/c(=C\c2c(OC)ccc3ccccc23)c(=O)n1CC(=O)NCC1CCCO1 (stereo not drawn)	-7	97	97	95
0	-1	-1	10	-3	-3	-7	CC(=O)Nc1ccc(NS(=O)(=O)c2ccc(Cl)s2)cc1	-11	100	101	102
-2	-3	-2	20	-3	-5	-3	COc1ccc(NC(=S)N(CCc2c(C)[nH]c3ccccc23)Cc2cccnc2)cc1	-21	nt	nt	nt
0	0	-3	16	-2	-1	-4	CCOC(=O)c1nc2sc(C)c(C)c2c(=O)[nH]1	-6	93	96	95
-3	-2	0	14	-7	-7	-1	CC(C)c1nnc(SCC(=O)NCc2ccc3c(c2)OCO3)n1C	2	107	102	102
-1	-2	0	7	0	-1	0	CC(C)n1c(N2CCN(C(=O)N3CCCCC3)CC2)nc2ccccc21	-27	103	103	96
-3	-6	-3	11	-3	-6	-1	Cc1ccc(C)c(S(=O)(=O)N2CCN(CC(=O)Nc3cc(C)on3)CC2)c1	-10	102	104	107
0	4	0	7	0	0	2	C=CCNC(=O)c1c2c(nc3ccccc13)-c1ccccc1CC2	-21	98	102	98
0	2	-3	18	-5	-3	-11	Cn1c(=O)c2c(O)cc(=O)n(-c3ccccc3)c2n(C)c1=O	-42	101	103	102
